High-throughput results from PubChem.
West Nile virus CPE – inhibition of WNV-induced cytopathic effect – cell-based, CPE readout (AID 1621) | West Nile virus-infected cells, CPE inhibition; higher % means a stronger effect | CPE inhibition, % at 10 µM, or IC50 in µM where a hit was titrated | 290,000 compounds, 0.02% hits; in the data active = a potency from the dose series; inconclusive = CPE inhibition mostly from about 3.7% at the one dose, without a potency; inactive = the rest, 99 in 100 with CPE inhibition below about 2.2%; note: strong numbers were not always called active
AID2073 – disruptors of CaV2.2 binding to Mint1 – biochemical, HTRF (AID 2073) | HTRF protein-protein interaction, Mint1-CaV2.2; higher % means a stronger effect | inhibition, % at 20 µM; hits with a dose series show IC50 in µM | 290,000 compounds, 0.19% hits; in the data active = inhibition mostly above about 51%, no sharp cut-off; inconclusive = no clear call, values can overlap the other calls; inactive = mostly below about 53%; note: some results filed as inactive read as strong as hits
UTI89 phage lysis – protection from phage-mediated lysis, alamar blue read-out – E. coli UTI89, K1F phage, bacterial capsule biogenesis inhibitors (AID 488966); inhibition, % at 100 µM; hits with a dose series show IC50 in µM; E. coli UTI89 K1F phage lysis, alamar blue, 2 h; higher % means a stronger effect; 340,000 compounds, 0.02% hits;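 active = phage lysis inhibition, versus mean bacterial control, above a set limit; inconclusive = no clear call, values can overlap the other calls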;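 note: capsule biogenesis inhibitors block K1F phage lysis so surviving cells raise fluorescence; higher fluorescence means more inhibition of phage lysis; actives were called in the ten point dose series up to 300 µM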
NTR1 ag – NTR1-driven beta-arrestin-GFP spot formation – imaging, U2OS cells, high content, primary screen (AID 493036) | agonist mode | P30989 | activation, % at 20 µM | 330,000 compounds, 0.17% hits;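 active = activation at or above 40% of the spot to cytoplasm intensity ratio, with at least 20 cells analyzed; inconclusive = wells under 20 cells, flagged as cytotoxic or low count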;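 note: 0% = DMSO without peptide and 100% = 100 nM NTR1 peptide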
Target sequence (P30989 whole entry, looked up): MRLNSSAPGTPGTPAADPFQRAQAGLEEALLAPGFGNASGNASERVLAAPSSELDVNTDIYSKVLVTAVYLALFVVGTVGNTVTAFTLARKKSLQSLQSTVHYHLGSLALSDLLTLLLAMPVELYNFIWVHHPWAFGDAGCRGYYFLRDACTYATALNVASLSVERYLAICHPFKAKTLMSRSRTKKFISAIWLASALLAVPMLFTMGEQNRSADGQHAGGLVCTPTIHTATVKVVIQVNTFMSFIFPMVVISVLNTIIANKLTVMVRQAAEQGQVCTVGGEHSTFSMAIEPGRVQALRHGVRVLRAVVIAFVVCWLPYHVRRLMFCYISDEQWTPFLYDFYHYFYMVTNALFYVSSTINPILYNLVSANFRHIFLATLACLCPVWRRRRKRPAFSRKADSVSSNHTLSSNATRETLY
Large T inhibition – TAg ATPase/helicase activity blockers – biochemical (AID 1903); SV40 large T antigen ATPase/helicase inhibition assay; higher % means a stronger effect; inhibition, % at 20 µM, or IC50 in µM where a hit was titrated; 310,000 compounds, 0.39% hits; in the data active = a potency from the dose series; inconclusive = inhibition mostly from about 32% at the one dose, without a potency; inactive = the rest, 99 in 100 with inhibition below about 32%; note: strong numbers were not always called active
MgcRacGAP inhibition – MgcRacGAP GTPase-activating activity inhibitors, confirmation, biochemical, ADP Hunter fluorescence | inhibition, % at 30 µM; hits with a dose series show IC50 in µM | MgcRacGAP-stimulated Rac1 GTP hydrolysis, ADP Hunter fluorescence; higher % means a stronger effect; GST-tagged Rac1 F28L mutant substrate | 340,000 compounds, 0.6% hits | AID 624330;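 active = first-screen hits whose inhibition reached a set limit at any dose in the follow-up dose series; inconclusive = inhibition above the set first-screen limit but never retested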;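 note: fluorescence reports GDP produced by GAP-driven GTP hydrolysis; strong numbers were not always called active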
RSV antiviral HEp-2 – inhibition of RSV-induced cytopathic effect – HEp-2 cells, primary 10 µM value included (AID 2391) | HEp-2 cells, RSV-induced CPE inhibition; higher % means a stronger effect | CPE inhibition, % at 10 µM, or IC50 in µM where a hit was titrated | 310,000 compounds, 0.13% hits; in the data active = a potency from the dose series; inconclusive = CPE inhibition mostly from about 23% at the one dose, without a potency; inactive = the rest, 99 in 100 with CPE inhibition below about 21%; note: strong numbers were not always called active
SIAH1 antagonists – blockers of Siah-1 interaction with plectin peptide – biochemical, fluorescence polarization, rhodamine-plectin, uHTS, primary screen (AID 1817). Siah-1 / rhodamine-plectin peptide fluorescence polarization; higher % means a stronger effect. displacement, % at 20 µM; hits with a dose series show IC50 in µM. 290,000 compounds, 0.02% hits;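 active = displacement of at least 50% at 20 µM, with a fluorescence ratio check between 0.3 and a set limit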;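 note: plate controls were Siah plus tracer with DMSO for no effect and tracer alone without Siah for full effect; strong numbers were not always called active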
Dengue-2 NS5 capping – flavivirus cap methylation enzyme inhibition – biochemical, confirmation dose response, primary screen (AID 588689); Dengue-2 NS5 methyltransferase capping enzyme assay, biochemical; higher % means a stronger effect; inhibition, % at 25 µM, or IC50 in µM where a hit was titrated; 340,000 compounds, 0.3% hits; in the data active = a potency from the dose series; inconclusive = inhibition above about 29% without an active follow-up result
NTR1 ag cell count 20 µM – further read-out of NTR1 ag, marked with its call; cell count; measured here: cell count, cytotoxicity flag
Dengue-2 NS5 capping pilot replicate – second read-out of Dengue-2 NS5 capping, no call of its own (marks repeat the call); inhibition, %; measured here: pilot screen replicate inhibition
An asterisk follows results filed as active; ? = inconclusive; . = not tested or not shown; [ ] = another dose, or the depositor's remark.

SMILES | West Nile virus CPE | AID2073 | UTI89 phage lysis | NTR1 ag | NTR1 ag cell count 20 µM | Large T inhibition | MgcRacGAP inhibition | RSV antiviral HEp-2 | SIAH1 antagonists | Dengue-2 NS5 capping | others
Cc1ccc(C(=O)N/C(=C\c2cccc([N+](=O)[O-])c2)C(=O)NC(Cc2ccccc2)C(=O)O)cc1 (stereo not drawn) | -0.3% | 5.0% | 0.1% | -0.4 | 54 | 5.9% | 8.9% | -0.3% | 9.2% | -9.8%
COc1ccc(C(=O)Nc2cccc(/C(C)=N/NC(=O)c3ccc([N+](=O)[O-])cc3)c2)cc1OC | 0.8% | 4.9% | -1.2% | 11.4 | 75 | 1.8% | 5.8% | 1.3% | 0.8% | 3.2%
Cn1cc(/C=C(\NC(=O)c2ccccc2Cl)C(=O)NCCN2CCOCC2)c2ccccc21 | 0.3% | -1.6% | 0.3% | -1.5 | 65 | 2.4% | -0.6% | 1.0% | 12.1% | 0.0%
Cn1nc(C(=O)NCc2ccc(F)cc2)c2ccccc2c1=O | 0.8% | . | 0.0% | -1.8 | 73 | 8.1% | 10.3% | 0.3% | . | 6.1% | Dengue-2 NS5 capping pilot replicate=5.2
CCc1nc2ccccc2nc1N1CCN(S(=O)(=O)c2c(C)cc(Cl)cc2C)CC1 | -0.6% | 8.2% | . | 2.7 | 46 | 2.6% | . | ? | -2.7% | .
COc1cccc(OC)c1C(=O)Nc1nc(COc2ccccc2)cs1 | -1.1% | 16.2% | 0.2% | 4.3 | 81 | 5.5% | 9.2% | ? | -5.2% | 0.0%
COC(=O)c1c(C)[nH]c(C(=O)COC(=O)Cn2cc(C(F)(F)F)ccc2=O)c1C | . | . | 0.8%[50 µM] | -0.9 | 60 | . | 1.9% | . | . | -0.7%
COc1ccc(-c2nnn(CC(=O)N(CCN3CCOCC3)C(C(=O)NC3CCCCC3)c3ccco3)n2)cc1 (stereo not drawn) | -1.6% | -6.2% | 0.7% | -1.7 | 25 | . | 8.5% | 0.0% | 1.3% | -6.9%
Nc1nonc1N/N=C\c1ccccc1 | 1.0% | 6.6% | 0.3% | -0.7 | 65 | 9.5% | 3.1% | . | 2.0% | -17.1%
O=C(CSc1nc(Cc2ccccc2)nc2ccccc12)Nc1nc2c(s1)CCCC2 | -0.7% | 21.8% | 0.2% | 5.7 | 46 | 3.8% | 18.2% | 3.0% | 3.4% | -4.2%
CCCCn1c(N)c(N(CC(C)C)C(=O)Cc2ccc3c(c2)OCCO3)c(=O)[nH]c1=O | . | . | 1.0%[50 µM] | 1.1 | 66 | 10.4% | -1.1% | 1.4% | . | -0.7%
O=[N+]([O-])c1ccc(S(=O)(=O)N(CCCN2CCOCC2)Cc2cccs2)cc1 | -0.8% | -1.4% | 0.1% | 2.0 | 48 | -1.4% | 20.0% | 0.3% | 11.9% | -5.3%
COC(=O)C1=C(C)NC(=O)NC1c1ccc(OCC(=O)N2CCCCC2)cc1 (stereo not drawn) | -0.2% | 15.6% | -0.1% | 0.9 | 51 | 23.2% | 6.3% | 3.1% | -6.1% | 0.0%
COC(=O)c1ccc(NC(=O)CCN2CCN(CCC(=O)Nc3ccc(C(=O)OC)cc3)CC2)cc1 | 0.2% | 11.7% | 0.3% | 4.6 | 55 | 0.4% | 7.0% | 13.6% | 17.9% | -2.0%
N#CC1=C(N)n2c(s/c(=C\c3ccco3)c2=O)=C(C#N)C1c1ccco1 (stereo not drawn) | 0.3% | 27.3% | 0.0% | 9.7 | 87 | 64.9% | 17.9% | 0.5% | 8.3% | 24.8%
CCOC(=O)Cc1csc(SCC(=O)NC(C)C23CC4CC(CC(C4)C2)C3)n1 (stereo not drawn) | -0.5% | -2.1% | 0.1%[50 µM] | 3.1 | 61 | 3.0% | 1.4% | 0.4% | -1.7% | 3.2%
CCOC(=O)c1cc2n(c1/N=C/N(C)C)-c1ccccc1C2=O | 0.7% | 63.1% | -0.3%[50 µM] | 1.1 | 49 | 5.1% | -15.1% | 1.8% | -2.7% | ?
CC(=O)Nc1cccc(C(=O)/C=C/c2ccc(C)cc2)c1 | -0.6% | 1.0% | 3.1% | 15.8 | 45 | 3.8% | 4.3% | -1.8% | -1.2% | -30.9%
Cc1ccc(C(=O)c2cc([N+](=O)[O-])ccc2N2CCOCC2)cc1 | 0.0% | -2.6% | 6.7% | . | . | 8.1% | 0.4% | . | -2.4% | -5.1%
CC12CCC(=O)N1C(C(=O)Nc1nc3ccc(Cl)cc3s1)CS2 (stereo not drawn) | . | . | -0.4%[50 µM] | -1.1 | 70 | 11.9% | 9.8% | -0.2% | . | -0.7%
CSCCC(NC(=O)c1ccccc1)C(=O)NNC(=O)c1ccccc1 (stereo not drawn) | . | . | 0.4%[50 µM] | -1.0 | 50 | . | 3.1% | . | . | -1.5%
Cc1ccc(NC(=O)CSc2nc(N)cc(N)n2)cc1S(=O)(=O)N1CCOCC1 | 0.5% | -23.5% | 0.1% | 0.1 | 64 | 13.5% | 11.4% | -1.5% | -5.5% | -4.7%
O=c1c2cc3c(=O)n(-c4ccccc4O)c(=O)c3cc2c(=O)n1-c1ccccc1O | -1.0% | -8.8% | -0.1% | 0.3 | 55 | 7.8% | 27.2% | 0.1% | -0.4% | 2.3%
O=C(O)CN1C(=O)/C(=C/c2ccccc2Br)Oc2ccccc21 | -0.3% | 24.3% | 0.4% | -0.7 | 57 | 11.3% | . | 0.8% | 2.5% | 9.8%
CC(C)c1cc(-c2cc(C(=O)Nc3ccccc3)on2)nc(NC2CCCC2)n1 | -0.4% | . | 1.7% | 3.4 | 58 | 8.3% | 6.5% | 14.2% | . | -3.6%
The list continues:
SMILES | West Nile virus CPE | AID2073 | UTI89 phage lysis | NTR1 ag | NTR1 ag cell count 20 µM | Large T inhibition | MgcRacGAP inhibition | RSV antiviral HEp-2 | SIAH1 antagonists | Dengue-2 NS5 capping | others
COc1ccccc1CNC(=O)CN1C(=O)c2cccc(N)c2C1=O | 0.0% | 29.6% | 0.1% | -0.6 | 47 | -5.1% | -3.5% | 0.1% | -1.9% | 9.5%
Brc1ccc(/C=N/Nc2ccccn2)cc1 | -0.7% | 1.1% | 0.4% | -1.3 | 97 | 7.8% | 10.9% | ? | -0.9% | -10.0%
C/C(=N\Nc1cc(C(F)(F)F)ccc1Cl)c1ccccc1O | -1.4% | 8.9% | 7.8% | 12.4 | 47 | 7.9% | 10.7% | 9.9% | -0.5% | -1.4%
O=C(Cc1ccc(S(=O)(=O)N2CCCCC2)cc1)NCc1ccc(Cl)cc1 | . | . | 0.4%[50 µM] | 2.6 | 65 | . | 2.2% | 2.0% | . | -4.1%
CCCCS(=O)(=O)N1CCCC(C(=O)Nc2ccc(Cl)cn2)C1 (stereo not drawn) | -0.8% | 18.5% | 0.1% | -1.6 | 41 | 13.7% | 13.7% | 2.6% | 7.5% | 1.2%
O=C(Oc1ccccc1C(=S)N1CCOCC1)c1ccccc1 | 0.0% | -17.3% | 0.2% | 8.5 | 55 | 6.5% | 8.4% | 1.1% | -0.4% | 2.5%
Cc1ccc(C(C(=O)NCc2ccco2)N(C(=O)CNC(=O)c2cccs2)c2ccc(C)cc2)cc1 (stereo not drawn) | 0.1% | 12.6% | -0.2% | 1.8 | 62 | -6.0% | 14.0% | -0.3% | 1.3% | 1.4%
COc1ccc(CSc2nnc(Cc3sc(-c4ccccc4)nc3-c3ccccc3)o2)cc1 | -0.7% | -27.8% | 2.3% | -1.9 | 89 | 22.3% | 2.3% | 9.7% | -0.6% | 1.6%
CC(=O)C1=C(C)NC(C)=C(C(C)=O)C1c1ccccc1 | 1.2% | 17.9% | 0.4% | -1.8 | 59 | 0.4% | -2.3% | 2.9% | 11.7% | -4.4%
COc1cc(-c2nc(C(=O)NC3CCCCC3)cc3c2[nH]c2ccccc23)cc(OC)c1OC | 1.0% | 33.5% | 7.8% | -0.1 | 78 | 16.9% | -1.4% | 2.5% | 5.4% | -8.0%
COc1cccc(C(=O)OCC(=O)c2ccc(Br)s2)c1OC | . | . | 0.9%[50 µM] | -0.4 | 59 | . | 0.3% | 1.0% | . | -1.5%
CN(C)C(=O)CN1CCN(C(=O)CCl)CC1 | -0.1% | -10.4% | -0.1% | 1.7 | 47 | 7.7% | 4.5% | 0.0% | 16.0% | -8.6%
COc1ccc(-c2[nH]c3ccccc3c2SCCNC(=O)c2ccccc2)cc1 | . | 1.7% | -0.5% | 4.9 | 53 | 5.1% | 1.6% | 6.7% | -8.9% | -2.1%
O=C(CSc1nc2sccc2c(=O)[nH]1)N1CCN(c2ccccc2)CC1 | -0.4% | 12.3% | 0.1%[50 µM] | -0.4 | 72 | 22.3% | -0.2% | 3.0% | 4.4% | -3.2%
CC(C)CN1CCN(Cc2cc3ccccc3[nH]2)CC1CCO (stereo not drawn) | -0.9% | -4.9% | -2.7% | 1.0 | 66 | 21.1% | -0.8% | 0.4% | 2.2% | 3.9%
O=C(NCc1ccccc1Cl)c1cccc(NC2=NC3CS(=O)(=O)CC3S2)c1 (stereo not drawn) | 0.8% | -19.7% | 6.5% | -0.7 | 63 | 6.5% | -9.8% | -0.7% | -4.9% | 0.7%
O=C(CSc1ccc([N+](=O)[O-])cc1)OCC(=O)N1CCCC1=O | . | . | 0.0%[50 µM] | -2.3 | 64 | . | -0.4% | 0.4% | . | -9.9%
Clc1ccc(SCc2nc3ccccc3[nH]2)cc1 | -0.2% | 1.9% | 2.8% | 0.6 | 68 | 3.7% | 2.9% | 4.1% | -3.1% | -2.0%
CCC1CCCCN1C(=O)CCc1nnc(C2CCCCC2)o1 (stereo not drawn) | -0.6% | 1.5% | 0.5% | 0.2 | 56 | 6.0% | -5.4% | 0.5% | -0.1% | -3.0%
COc1ccccc1N1CCN(C(=O)c2oc3ccccc3c2C)CC1 | . | -4.3% | 0.0% | . | . | . | 17.2% | . | -1.2% | -0.7%
O=C(Cc1coc(-c2ccc(F)cc2)n1)NCc1ccccc1 | -0.1% | -5.0% | 0.0% | 0.5 | 48 | 88.2% | 11.4% | 0.2% | -2.5% | -1.1%
COc1ccc2c(=O)c(-c3ccc4c(c3)OCO4)coc2c1 | -0.1% | 2.1% | -4.1% | 7.9 | 84 | 6.8% | 3.4% | 1.0% | 11.9% | -4.0%
O=C(NCCCN1CCCC1=O)Nc1cc(Cl)ccc1Cl | -0.4% | 0.6% | 1.9%[50 µM] | -0.8 | 56 | 25.9% | 10.2% | 2.0% | 0.1% | -1.3%
